From PubChem BioAssay
FEN1 inh = human FEN1 inhibition; Recombinant FEN1 flap cleavage, fluorescence, 15 min; Potency, µM (doses to about 114 µM), inactives show at the highest dose activity change, negative = inhibition, most hits filed as inhibitors; actives 0.35% (n = 390,000); AID 588795; note: nearly all actives have a fitted effect of over 65% in size
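Steps: FEN1 (10 nM) dispensed; compound added by pin tool; 15 min at room temperature; substrate added to 50 nM final; reads at 0 min and 15 min; data normalized and fitted (four-parameter Hill).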
N370S GC = inhibits or activates N370S mutant glucocerebrosidase. P04062. N370S GC spleen homogenate, 4MU-glucoside fluorescence. Potency, µM (doses to about 59.4 µM), inactives show top-dose activity change, negative = inhibition, most hits filed as inhibitors. actives 0.092% (n = 330,000). AID 2101;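 note: 0% = full enzyme activity and -100% = no enzyme basal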
GCN5L2 inh = blocks human GCN5L2 histone acetyltransferase; Q92830; GCN5L2 HAT assay, ThioGlo1 CoA-SH fluorescence; Potency, µM (highest dose often 58.9 µM), without a hit: at the highest dose activity change, negative = inhibition, most hits filed as inhibitors; actives 0.21% (n = 390,000)
Target sequence (Q92830 whole entry, looked up): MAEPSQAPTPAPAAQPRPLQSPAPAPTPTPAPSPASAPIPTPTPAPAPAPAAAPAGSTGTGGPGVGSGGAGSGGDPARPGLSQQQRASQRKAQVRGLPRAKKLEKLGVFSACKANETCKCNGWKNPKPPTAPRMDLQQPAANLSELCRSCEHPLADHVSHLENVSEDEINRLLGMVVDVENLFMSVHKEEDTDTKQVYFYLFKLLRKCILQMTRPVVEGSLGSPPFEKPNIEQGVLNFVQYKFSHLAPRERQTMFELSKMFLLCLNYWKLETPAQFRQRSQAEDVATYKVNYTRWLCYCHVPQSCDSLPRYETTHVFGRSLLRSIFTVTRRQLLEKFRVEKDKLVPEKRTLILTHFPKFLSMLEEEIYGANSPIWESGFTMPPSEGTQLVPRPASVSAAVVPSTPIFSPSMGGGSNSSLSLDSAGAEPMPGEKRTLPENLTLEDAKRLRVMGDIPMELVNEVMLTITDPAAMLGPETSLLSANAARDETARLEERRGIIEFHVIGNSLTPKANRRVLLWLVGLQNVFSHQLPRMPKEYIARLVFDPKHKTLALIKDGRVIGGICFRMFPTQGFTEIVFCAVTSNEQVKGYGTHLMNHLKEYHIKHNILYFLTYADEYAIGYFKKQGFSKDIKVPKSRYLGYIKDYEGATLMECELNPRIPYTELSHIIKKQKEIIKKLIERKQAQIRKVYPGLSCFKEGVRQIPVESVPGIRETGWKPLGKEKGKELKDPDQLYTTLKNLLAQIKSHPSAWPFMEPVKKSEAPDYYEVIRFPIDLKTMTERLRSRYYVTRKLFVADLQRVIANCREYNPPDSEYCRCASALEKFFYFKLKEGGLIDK
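Enzyme at 20nM final was mixed with library compounds for 15 min at room temperature. Peptide H3(1-25) at 75uM, acetyl-CoA at 70uM and ThioGlo1 at 50uM were then added. Plates were read immediately and after 20 min (Ex340nm/Em540nm).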
Active calls of the source: *; ? = inconclusive; . = not tested or not shown; & = joins results of further samples; [ ] = dose if it differs, or a comment. Calls come from the whole dose curve; as a rule, active = well fitted curve in the direction sought with a large enough effect; inconclusive = small, poorly fitted or top-dose-only effect, or another doubt; inactive = no such curve, though single readings can be large; an effect the other way counts as inactive or inconclusive. Unless noted, % is set by controls: 0 for no effect and ±100 for the full control effect; potency is the fitted concentration of half-maximal effect.

SMILES	FEN1 inh	N370S GC	GCN5L2 inh
Cc1nc(CCNC(=O)CC2C(=O)NCCN2Cc2ccc(F)cc2)sc1C (stereo not given)	1%	-1%	-1%
COc1ccc(-c2nnc(SCC(=O)NCc3ccc(C)cc3)nc2-c2ccc(OC)c(OC)c2)cc1OC	9%	.	-2%
O=C(CSc1nc2cc(Cl)c(Cl)cc2[nH]1)c1ccc2c(c1)OCO2	-9%	1%	-4%
Cc1ccc(Cl)cc1N1CCN(C(=O)c2cc(S(=O)(=O)N3CCC(C)CC3)cn2C)CC1	4%	.	-3%
O=C(c1cc2ccccc2o1)N(C1CC1)C1(C(=O)Nc2ccccc2)CCCC1	-18%	22%	-2%
COC(=O)c1nn(-c2nc(-c3cccc(OC)c3)cc(C(F)(F)F)n2)cc1[N+](=O)[O-]	18%	6%	0%
Cc1ccc(S(=O)(=O)NC(=O)Nc2nnc(C3CC3)s2)cc1	2%	3%	-8%
O=C(NC1=NCCS1)c1cc(Cl)ccc1Cl	21%	8%	-1%
CC1(C)Cc2ccccc2C(/C(=N/O)C(N)=O)=N1	-1%	-3%	-7%
Cc1ccccc1C(=O)OCc1nnc(-c2ccc(Cl)cc2)o1	-18%	12%	-9%
Cc1ccc(S(=O)(=O)NNC(=O)Nc2cccc(C)c2C)c(C)c1	17%	-2%	-4%
O=C(COc1ccccc1)Nc1ccc2c(c1)nc1n2CCSC1	14%	5%	-1%
Cc1ccccc1-n1nnnc1SCC(=O)Nc1ccc(S(=O)(=O)N2CCCC2)cc1	-8%	-2%	-25%
O=C(Nc1ccc(Br)cc1)/C(=C/c1cccc([N+](=O)[O-])c1)NC(=O)C1CCCCC1	6%	17%	-6%
CCc1ccc2[nH]c(=O)c(C(c3nnnn3CCOC)N3CCN(c4ccc(F)cc4)CC3)cc2c1 (stereo not given)	-12%	0%	-7%
O=C(O)CSC1CC(=O)N(c2ccc(Br)cc2)C1=O (stereo not given)	20%	1%	-5%
CCCn1nc2cc(C(=O)NCc3ccc4c(c3)OCO4)ccc2c1OCC	2%	5%[12.8 µM]	-4%
Cc1ccc(NC(=O)c2ccccc2NS(=O)(=O)c2ccc(F)cc2)cc1S(=O)(=O)N1CCCCC1	-5%	17%	-18%
Cc1ccccc1C(=O)Nc1cccc(NC(=O)c2cccnc2)c1	-4%	-24%	-5%
O=C1C(SC(F)(F)C(F)F)=C(C(F)(F)F)OC2C3C=CC(C3)C12 (stereo not given)	2%	-8%	0%
COCCCNC(=O)c1ccc(-n2c(-c3ccccc3)cc3c2CCCC3)cc1	8%	.	-6%
COc1cc(NC(=O)c2ncn[nH]2)cc(OC)c1OC	8%	-2%	-5%
O=C(NN1C(=O)NC2(CCCCC2)C1=O)c1ccc(-c2ccc(Cl)cc2)o1	-12%	.	-2%
Cc1nnc(SCCn2c(N3CC(C)CC(C)C3)nc3c2c(=O)n(C)c(=O)n3C)s1 (stereo not given)	-5%	6%	2%
Clc1ccccc1Cn1nnc2c(Nc3ccccc3)ncnc21	-2%	9%	-11%
Cc1nc(N2CCOCC2)nc(OC(C)C)c1[N+](=O)[O-]	-17%	2%	-2%
Cc1c(Cl)cccc1NC(=S)NC1CCN(Cc2ccccc2)CC1	-8%	-19%	-5%
Cc1ccc(NC(CC(=O)c2ccccc2)C(=O)O)cc1Cl (stereo not given)	-14%	8%	-6%
CC1CCN(C(=O)CN(C)S(=O)(=O)c2cccc3nsnc23)CC1	-9%	-8%	-24%
COc1ccc2[nH]c3c(c2c1)CCN1C(=O)C(CC(=O)NC(C)(C)C)C[C@H](C(=O)N2CCCCC2)[C@@]31C (stereo not given in full)	-3%	.	2%
COc1ccccc1-n1c(SCC(=O)O)nnc1-c1ccc(S(=O)(=O)N2CCCCC2)cc1	15%	4%	-3%
CC(C)(C)c1ccc(OCCC(=O)Nc2cccc(S(=O)(=O)N3CCCCC3)c2)cc1	-19%	-2%	-17%
COc1ccc2[nH]c3c(c2c1)CCN1C(=O)C(CC(=O)NC/C=C(\C)CCC=C(C)C)C[C@H](C(=O)N(C(C)C)C(C)C)[C@@]31C (stereo not given in full)	-2%	.	-18%
CC(C)N(CCNC(=O)C1CCC(=O)N1Cc1ccc(F)cc1)Cc1ccccc1 (stereo not given)	-7%	-1%	-2%
Cc1ccc(S(=O)(=O)N2CCOCC2)cc1NC(=O)CN1C(=O)NC(C)(c2ccc(Cl)cc2Cl)C1=O (stereo not given)	-14%	.	-4%
COc1ccc(NC(=O)C2=Cc3cccc(OC)c3OC2)cc1	-10%	-9%	2%
O=C(Cc1nn[nH]n1)Nc1cc(Cl)cc(Cl)c1	3%	-11%	-1%
O=C(CS(=O)(=O)c1cn(Cc2ccc(F)cc2)c2ccccc12)N1CCOCC1	3%	7%	-2%
COc1ccc(C)cc1NC(=O)C(=O)NCCc1csc(-c2ccc(C)cc2)n1	0%	.	-6%
CCCCNC(=O)CCC(=O)Nc1ccc2nc(N3CCC(C)CC3)cc(C)c2c1	-11%	15%	-8%
NC(=O)c1ccc(-n2nnnc2SCC(=O)Nc2ccccc2-c2ccccc2)cc1	-2%	-5%	-4%
Cc1cc(-c2ccccc2)cc(-c2ccccc2)[n+]1C	7%	0%	-4%
O=C(c1cc(-c2ccc(Br)cc2)on1)N1CCCCCC1	-7%	4%	0%
O=C(Nc1ccccc1N1CCOCC1)c1ccc(N2CCOCC2)c([N+](=O)[O-])c1	8%	3%	-2%
CCCCOc1cccc(NC(=O)CSc2nncn2C)c1	1%	20%	-1%
CCNc1ncc2nc(-c3cc(F)cc(F)c3)c(=O)n(C)c2n1	.	?	-15%
CC(=O)Nc1ccc(N2CCOCC2)c(Cl)c1	2%	-18%	-3%
COc1ccc(CCCc2nnc(SCC(=O)NN)o2)cc1	1%	11%	-7%
COc1ccc(CN2CC(C(=O)NC3CCCCC3)CC2=O)cc1 (stereo not given)	-12%	-11%	-3%
OC(COc1ccccc1Cl)CN1CCN(CC(O)COc2ccccc2Cl)CC1 (stereo not given)	1%	-15%	2%
O=C(CSc1nc2ccccc2s1)Nc1ccc2c(c1)oc1ccccc12	-1%	12%	-6%
CC(=O)NCC(=O)OCc1ccc([N+](=O)[O-])cc1	4%	5%	1%
CCCN(Cc1ccccc1)C(=S)NC(=O)c1ccccc1[N+](=O)[O-]	1%	12%	-4%
COc1ccc(CNC(=O)CN(C)Cc2ccccc2F)cc1OC	-17%	0%	1%
CCOc1ccc(CNC(=O)CSc2nnc(C)c3c(C)n(-c4ccc(Cl)cc4)nc23)cc1	4%	.	-2%
COc1ccccc1NC(=O)C(CC=C(Cl)Cl)C(C)=O (stereo not given)	-17%	17%	2%
C=CCOc1ccc(/C=C/C(=O)OCc2csc(CC(=O)Nc3ccccc3C)n2)cc1	-3%	.	-4%
Cc1ccc2c(c1)[C@H]1[C@H](CO2)[C@H](c2ccccc2)[C@]2(C)C(=O)N(Cc3ccccc3)CC(=O)N12	-19%	.	-10%
Cc1cccc(NC(=O)CSc2nc(-c3cccs3)cc(C(F)(F)F)c2C#N)c1	13%	.	-10%
COc1ccc(C(=O)Nc2c(N)nc(SCC(=O)N3CCC(C)CC3)[nH]c2=O)cc1	1%	0%	-26%

Continued.
SMILES	FEN1 inh	N370S GC	GCN5L2 inh
NC(=O)c1ccc(NC(=O)Cc2cccs2)cc1	13%	6%	-13%
CCC(=O)c1cn(CC(=O)Nc2ccccc2)c2ccccc12	0%	1%	-5%
C=CCNC(=O)c1ccccc1NC(=O)Cc1ccccc1[N+](=O)[O-]	-1%	22%	1%
CCc1ccc(C2=NN(C(C)=O)C(c3ccco3)C2)cc1 (stereo not given)	9%	-11%	-4%
CCOC(=O)c1ccc(N2CCOCC2)c(NS(=O)(=O)c2ccc(F)cc2)c1	-11%	0%	-28%
COc1ccccc1[C@@H]1C(c2ccc(F)cc2)=NN(c2ccccc2)[C@H]1C(=O)N1CCOC1=O	?	?	-25%&-18%
CCn1nc(C(=O)Nc2nc(-c3ccccn3)cs2)c2ccccc2c1=O	11%	.	1%
CCN(CCNC(=O)c1ccc(C#N)cc1)c1cccc(C)c1	3%	-12%	-1%
Cc1nc2c(=O)n(C)c(=O)[nH]c2n1Cc1ccccc1	-5%	6%	1%
O=C(Nc1cnc2sccn2c1=O)c1ccc(Cl)cc1Cl	-3%	5%	-18%
CCOC(=O)c1ccc[n+](CC(=O)c2ccc(NC(=O)c3ccccc3)cc2)c1	42%[activator]	-4%	2%
C=CCn1c(Oc2cc(C)ccc2C)nc2c1c(=O)n(C)c(=O)n2C	0%	4%	1%
CCc1ccc(N(C(C)=O)C2C=CS(=O)(=O)C2)cc1 (stereo not given)	12%	0%	-9%
O=C(OCC(=O)N1CCc2ccccc21)c1ccc([N+](=O)[O-])cc1	-2%	.	?
COc1ccc(CCN2CC(C(=O)NCCN3CCOC3=O)CCC2=O)cc1 (stereo not given)	-5%	0%	?
Cc1ccc(S(=O)(=O)N(C(=O)c2ccco2)c2cc3sc(=O)oc3c3ccccc23)cc1	-35%	0%	?
COc1ccc(-c2nc3n(c(=O)c2C#N)CCCS3)cc1	-1%	6%	-13%
COc1ccc(C(=O)CCN2CCN(c3ccccc3OC)CC2)cc1	12%	-12%	-15%
Cc1c(N)cc(N)cc1C(=O)O	-22%	-3%	-1%
COc1ccc(CNC(=O)CCC2N=C3c4ccccc4N=C(SCc4ccc(F)cc4)N3C2=O)cc1 (stereo not given)	2%	.	-8%
O=C(N/C(=N\O)c1ccccc1)Nc1ccc(Cl)cc1	17%	4%	-14%
Cc1cccc(OCCn2c(SCC(N)=O)nc3ccccc32)c1	9%	.	-9%
CC1=C/C(=N\OS(=O)(=O)c2ccccc2)C(C)=CC1=O	-2%	0%	-14%
CCOC(=O)CSc1nnc(Cc2ccccc2)n1Cc1ccco1	-18%	-5%	1%
O=C(CSc1nnc2n1CCCN2)c1ccc([N+](=O)[O-])cc1	-10%	-2%	-4%
CCCCc1nc2ccccc2c(N)c1CCC (tested in a mixture with another compound)	-1%	25%	7%
CCN(CC)S(=O)(=O)c1ccc(OC)c(NS(=O)(=O)c2cccc(C(=O)O)c2)c1	-1%	-4%	1%
O=C(c1cc(-c2ccc(F)cc2)nc2ccccc12)N1CCN(C2CCS(=O)(=O)C2)CC1 (stereo not given)	18%	.	2%
C/C(=N\NC(=O)CNc1ccccc1)c1ccccc1	-4%	-4%	6%
NS(=O)(=O)c1cccc(C(=O)NC2CCSc3ccccc32)c1 (stereo not given)	0%	-2%	1%
CCC(=O)Nc1ccc(-c2ccc(N3CCN(C)CC3)nn2)cc1	-16%	-13%	-1%
CCCCCc1nnc(NC(=O)NS(=O)(=O)c2ccc(C)cc2)s1	0%	-11%	1%
CC(C)(C)C(=O)/C=C1\NC(=O)CS1	6%	1%	-3%
COc1ccc(OC)c(CNC(=O)CCS(=O)(=O)c2ccc3c(c2)oc(=O)n3C)c1	-4%&-23%	-2%	-1%&4%
CCCCOc1ccc(Cn2c(=O)sc3ccccc32)cc1	0%	.	-14%
COc1ccccc1N1CCN(C(=O)/C=C/c2ccc(C)cc2)CC1	-1%	-14%	-1%
COc1ccc2c(c1)c(C(=O)CN1CCC(C(N)=O)CC1)c(C)n2C	-5%	22%	-4%
CCN(CC)S(=O)(=O)c1ccc(NC(=O)CN(c2cccc(C)c2)S(C)(=O)=O)cc1	-18%	-6%	-1%

Some of the compounds tested. The share of hits here may be higher or lower than overall.
